From PubChem BioAssay
Cycloheximide cs: counter-screen hit for Shiga toxin inhibitors, cycloheximide; max response, %; AID 2314; cell reporter, cycloheximide protein synthesis inhibition counterscreen; actives 12% (n = 300,000); in the data active = max response mostly above about 13%, no sharp cut-off; inactive = mostly below about 14%; also: read at 38.3 µM for the half of the compounds with a filed dose; 0% is about no effect
Pf growth 48h: P. falciparum growth inhibition at 48 hours (one generation). P. falciparum luciferase growth in erythrocytes, 48 h. Potency, µM (titrated, usually from 28.7 µM), inactives show at the highest dose activity change, negative = inhibition, actives largely listed as inhibitors. actives 5.9% (n = 310,000); also: potency is read from the fitted curve at half-maximal effect; % is scaled to controls: 0 for no effect and ±100 for the full control effect
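Luminescence readout; reporter = integrated firefly luciferase in P. falciparum. RBC culture at 2% hematocrit, 0.1% parasitemia final, 37 C/5% CO2; decreased signal taken as growth inhibition.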
LmPK inh: blocks Leishmania mexicana pyruvate kinase activity; Q27686; purified LmPK, Kinase-Glo ATP luminescence, 1 h; Potency, µM (highest dose often 57.5 µM), for the others: at the top dose activity change, negative = inhibition, usual class: inhibitors; actives 0.37% (n = 290,000); AID 1721; also: potency is read from the fitted curve at half-maximal effect; % is scaled to controls: 0 for no effect and ±100 for the full control effect
Target sequence (Q27686 whole entry, looked up): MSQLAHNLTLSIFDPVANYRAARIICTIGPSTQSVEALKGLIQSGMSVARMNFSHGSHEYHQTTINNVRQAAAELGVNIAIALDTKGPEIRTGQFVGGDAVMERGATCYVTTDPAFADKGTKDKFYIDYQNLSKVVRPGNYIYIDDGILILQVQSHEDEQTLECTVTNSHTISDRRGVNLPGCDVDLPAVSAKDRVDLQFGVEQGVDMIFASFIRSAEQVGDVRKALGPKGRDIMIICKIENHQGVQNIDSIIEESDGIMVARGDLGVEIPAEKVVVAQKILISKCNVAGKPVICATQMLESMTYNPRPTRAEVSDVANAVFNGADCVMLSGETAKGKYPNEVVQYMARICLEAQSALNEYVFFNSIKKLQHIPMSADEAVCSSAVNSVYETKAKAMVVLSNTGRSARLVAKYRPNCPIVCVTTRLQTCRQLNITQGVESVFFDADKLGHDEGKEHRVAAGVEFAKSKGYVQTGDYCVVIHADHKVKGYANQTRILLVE
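Kinase-Glo luminescence read after 1 h RT reaction of 0.1 nM LmPK with 0.5 mM PEP and 0.1 mM ADP. Activity scaled between uninhibited and enzyme-free controls.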
Shiga inhibitor: blocks Shiga toxin action in Vero cells. Vero cells, Shiga toxin protein synthesis inhibition reporter. inhibition, % at 38.7 µM. actives 9.2% (n = 290,000). AID 2315; in the data active = inhibition mostly above about 28%, no sharp cut-off; inactive = mostly below about 43%; also: 0% is about no effect
TbPYK inhibitor: inhibitors of Trypanosoma brucei pyruvate kinase. Q57TT1. Potency, µM (highest dose often 76.8 µM), without a hit: at the top dose activity, negative = inhibition, hits mostly inhibitors. actives 0.12% (n = 410,000). AID 624173. TbPYK enzyme, Kinase-Glo Plus ATP luminescence, 45 min; also: potency is read from the fitted curve at half-maximal effect; % is scaled to controls: 0 for no effect and ±100 for the full control effect; nearly all actives have a fitted effect of over 50% in size
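Luminescence from Kinase-Glo Plus, added after a 45-minute room-temperature reaction, served as the end-point read-out. The enzyme and substrate were preincubated with compound before ADP (130 uM final) initiated turnover. Concentration-effect curves came from normalized qHTS data.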
Pf growth 96h: inhibits malaria parasite growth, 96 h. P. falciparum luciferase reporter growth, 96 h. Potency, µM (series often up to 28.7 µM), without a hit: top-dose activity change, negative = inhibition, most hits filed as inhibitors. actives 6.9% (n = 320,000). AID 504834; also: potency is read from the fitted curve at half-maximal effect; % is scaled to controls: 0 for no effect and ±100 for the full control effect
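Delayed-death screen, second-generation endpoint: infected erythrocytes, 2% hematocrit, 0.05% parasitemia final; 96 hours at 37 C, 5% CO2; luciferase detection reagent; luminescence decrease equals reduced growth.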
HCV inhibitor: blocks hepatitis C virus; Potency, µM (doses to about 41.8 µM), without a hit: at the highest dose activity change, negative = inhibition, hits mostly inhibitors; Huh7.5.1 HCVcc-Cre infection, luciferase reporter, 44 h; actives 3.4% (n = 340,000); also: potency is read from the fitted curve at half-maximal effect; % is scaled to controls: 0 for no effect and ±100 for the full control effect
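Whole-lifecycle infectious HCVcc-Cre system; cells 1,000/well, compound then virus (~0.5 moi) added 4 h after plating, 44 h culture. Luciferase read 15 sec following 15 min substrate incubation, room temp.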
An asterisk follows results filed as active; ? = inconclusive; / = no result given; & = joins results of further samples; [ ] = remark or other dose. Unless noted, calls follow the shape of the dose curve; as a rule, active = well fitted curve in the direction sought with a large enough effect; inconclusive = small, poorly fitted or top-dose-only effect, or another doubt; inactive = no such curve, though single readings can be large; an effect the other way counts as inactive or inconclusive. Compounds as they come (roughly 24% active in at least one column).

SMILES	Cycloheximide cs	Pf growth 48h	LmPK inh	Shiga inhibitor	TbPYK inhibitor	Pf growth 96h	HCV inhibitor
Cc1cc(C)c2sc(N(CCCN(C)C)C(=O)c3ccc(S(=O)(=O)N(C)C4CCCCC4)cc3)nc2c1	/	10µM*	/	/	2%	?	10µM*
COc1ccc(C)cc1NC(=O)CCS(=O)(=O)c1cccc2nonc12	-6	/	2%	-10	0%	/	-19%
CCOc1cc(/C=C2/C(=O)ON=C2C)ccc1OCc1ccccc1F	1	1%	9%	30	-7%	-13%	?
CCCCOc1ccccc1C1C(C(N)=O)=C(C)Nc2nnnn21 (configuration not stated)	1	3%	-8%	-11	1%	/	9%
Clc1ccc(NC2(c3nnnn3C3CCCCC3)CCCCC2)cc1	-5	?	3%	-26	-10%	71%[activator]	18%
COc1cccc2cc(C(C)N(CCCN3CCOCC3)C(=S)Nc3cccc(C)c3)oc12 (configuration not stated)	1	6%	12%	-10	-1%	?	2%
Cc1ccc(C)c(S(=O)(=O)N2CCCOC2CNC(=O)C(=O)NCc2ccc3c(c2)OCO3)c1 (configuration not stated)	1	-17%	-1%	3	-14%	?	-24%
O=C(O)CC/C(=N/NC(=O)CNC(=O)C(c1ccccc1)c1ccccc1)c1ccccc1	1	?	0%	-5	-14%	-1%	-9%
O=C1c2nc3cc(-c4ccco4)[nH]n3c(=O)c2CN1C1CCCCC1	-4	?	2%	-7	-3%	11%	9%
CC(C)OCCCNC(=S)NNC(=O)C(c1ccccc1)c1ccccc1	-2	-10%	1%	-19	-4%	?	2%
Nn1c(SCC(=O)NC2CCCCC2)nnc1-c1ccccc1F	/	-24%	/	/	4%	-20%	7%
CCCCC(=O)NC1(C(F)(F)F)C(=O)Nc2c1c(=O)n(C)c(=O)n2C (configuration not stated)	-2	1%	-8%	20	6%	/	-1%
COc1ccc(OC)c2sc(N(CCCN(C)C)C(=O)c3ccc(S(=O)(=O)N4CCc5ccccc5C4)cc3)nc12	/	?	/	/	/	?	4µM*
O=C(Nc1ccn(Cc2ccccc2F)n1)c1ccc(COc2ccc(Br)cc2)cc1	7	?	1%	14	2%	2%	6.3µM*
COc1cccc(NC(=O)OCCN2CCN(Cc3ccccc3)CCC2=O)c1	8&-1	0%	3%	19	-1%	9%	?
CCCc1cc(=O)[nH]c(SCC(=O)c2c(N)n(CC(C)C)c(=O)n(C)c2=O)n1	/	0%	/	/	-10%	21%	?
Cc1ccc2cc(C)c(N3CCN(c4ccc(F)cc4)CC3)nc2c1	10	?	1%	28	0%	?	-2%
Cc1ccc(NC(=O)Cn2nnc(C(=O)NCc3cccs3)c2N)cc1	-1	11%	0%	-2	0%	1%	4%
C=CCNC(=O)Nc1ccc(Cl)cn1	-4	-21%	-1%	-16	8%	47%[activator]	-7%
O=C(COc1cccc2c1CCN(Cc1ccc(Cl)cc1)C2=O)N1CCOCC1	-1	?	-11%	-14	-1%	?	?

3 structures from above, sorted by heavy-atom count, rising:
SMILES	Cycloheximide cs	Pf growth 48h	LmPK inh	Shiga inhibitor	TbPYK inhibitor	Pf growth 96h	HCV inhibitor
CCCCC(=O)NC1(C(F)(F)F)C(=O)Nc2c1c(=O)n(C)c(=O)n2C (configuration not stated)	-2	1%	-8%	20	6%	/	-1%
CCCc1cc(=O)[nH]c(SCC(=O)c2c(N)n(CC(C)C)c(=O)n(C)c2=O)n1	/	0%	/	/	-10%	21%	?
COc1ccc(OC)c2sc(N(CCCN(C)C)C(=O)c3ccc(S(=O)(=O)N4CCc5ccccc5C4)cc3)nc12	/	?	/	/	/	?	4µM*

Other compounds follow.
SMILES	Cycloheximide cs	Pf growth 48h	LmPK inh	Shiga inhibitor	TbPYK inhibitor	Pf growth 96h	HCV inhibitor
O=C(NCCN1CCOCC1)c1cn(-c2ccccc2)nc1-c1cccs1	-2	/	-1%	-15	3%	?	6%
CN(C)CCOc1ccc2c(c1)Sc1ccccc1CC2=O	-4	-12%	4%	-3	3%	?	-11%
Cc1[nH]c2ccccc2c1C(=O)CN1CCCC(C)C1 (configuration not stated)	4	-28%	-5%	-7	0%	-15%	-26%
NC(N)=NC1=NC(=O)/C(=C/c2ccccc2-n2cccn2)S1	6	12%	-2%	11	3%	-10%	0%
Cc1ccc([N+](=O)[O-])cc1S(=O)(=O)Nc1ccc(OCC(=O)N2CCOCC2)cc1	-1	-14%	-9%	-10	-1%	?	13%
CC(C)CCNC(=O)c1onc(CSc2ccc(F)c(F)c2)c1C(=O)NCCC(C)C	-3	12µM*	2%	2	0%	10µM*	-5%
CC(C)CCNC(=O)CN(C(=O)CCC(=O)Nc1ccccn1)c1ccc2c(c1)OCO2	-2	33%[activator]	-3%	-2	0%	37%[activator]	28%
Cc1c(C(=O)OCCOc2ccc(Br)cc2)sc(=S)n1C	-1	1%[5.75 µM]	7%	-4	4%	-6%	-16%
CC(CCC(=O)O)C1CC[C@H]2C3CCC4CC(=O)CCC4(C)[C@H]3CC(=O)C12C (some centres not stated)	-4	/	-1%	-6	-5%	?	20%
O=C1Nc2ncccc2OC1CCO (configuration not stated)	-2	/	-3%	-15	2%	-12%	13%
CCOc1ccccc1N(C(=O)Cn1nnnc1-c1ccc(C)o1)C(CC)C(=O)NC(C)(C)C (configuration not stated)	-4	?	-4%	4	-9%	48%[activator]	-24%
CS(=O)(=O)Nc1ccc(C(=O)CSc2nnc(C3CC3)n2C2CC2)cc1	/	?	/	/	-7%	1%	?
CCCOc1ccc(C(=O)NC(=S)N2C[C@H]3C[C@H](C2)c2cccc(=O)n2C3)cc1	4	7%	6%	13	-11%	-25%	0%
O=C(O)c1cc(NC(=O)c2ccc3c(c2)C(=O)N(Cc2cccnc2)C3=O)cc(C(=O)O)c1	1	-9%	-5%	-11	0%	53%	13%
COc1ccc(CNC(=O)CN(C(=O)c2csnn2)c2cccc(C(C)=O)c2)cc1	-3	2%	0%	-3	5%	?	2%
CCc1ccc(CNCc2cccnc2)cc1	9	?	4%	31	-2%	-3%	5%
CCc1ccc2[nH]c(=O)c(CN(Cc3ccco3)C(=S)NCC3CCCO3)cc2c1 (configuration not stated)	-6	37%[activator]	4%	-7	-19%	?	?
O=C(COC(=O)Cc1ccc(S(=O)(=O)N2CCCCC2)s1)Nc1ccc2c(c1)OCO2	-2	12%	1%	20	0%	164%[activator]	21%
COc1cccc(C2c3[nH]c4ccccc4c3C[C@H]3C(=O)N(C)CC(=O)N23)c1 (some centres not stated)	-1	7.4µM*	-1%	-4	6%	7.4µM*	-10%
CC(C)C(=O)Nc1ccc([N+](=O)[O-])cc1Br	-5	4%	-5%	-12	0%	53%[activator]	-2%
O=C(NC(n1ccc(=O)[nH]c1=O)C(Cl)(Cl)Cl)C12CC3CC(CC(C3)C1)C2 (configuration not stated)	1	2%	-17%	-8	-4%	6%	1%
C=CCNC(=O)Nc1ccc(Br)cc1Cl	13	31%	5%	60	10%	-22%[1.15 µM]	?
Cc1cc([N+](=O)[O-])nn1CCCC(=O)NCc1ccccc1	5	7%	1%	-5	0%	?	6%
COC(=O)c1cc(NS(=O)(=O)c2cccc(Cl)c2)ccc1N1CCOCC1	-3	11%	2%	13	6%	3%	-1%
CCC1CCC(C(=O)NC(C(=O)Nc2ccc3c(c2)OCCO3)C(C)C)CC1 (configuration not stated)	23	/	0%	50	2%	9.3µM*	1%
Cc1ccc(S(=O)(=O)NCc2ccc(C(=O)N3CCN(c4ccccc4)CC3)cc2)cc1	20	?	-6%	-1	1%	-6%	?
Nc1ccc2oc(-c3cc(Br)ccc3Cl)nc2c1	-4	58%[activator]	6%	4	1%	/	?
CCc1ccc(CN2CCC(N3CCC(C(=O)N4CCCC4)CC3)CC2)o1	1	2%	6%	-9	-2%	-3%	-17%
CCn1cc(C(=O)O)c(=O)c2cc(F)c(N3CCN(S(=O)(=O)c4ccc(Br)cc4)CC3)cc21	0	-21%	-1%	-3	/	?	23%
O=C(c1nc2ncccn2n1)N1CCN(c2ccccc2)CC1	-3	-1%	1%	8	0%	/	8%

Single records (already shown).
CC(C)CCNC(=O)CN(C(=O)CCC(=O)Nc1ccccn1)c1ccc2c(c1)OCO2 is listed with Cycloheximide cs = -2; Pf growth 48h = 33%[activator]; LmPK inh = -3%; Shiga inhibitor = -2; TbPYK inhibitor = 0%; Pf growth 96h = 37%[activator]; HCV inhibitor = 28%
CCCCOc1ccccc1C1C(C(N)=O)=C(C)Nc2nnnn21 (configuration not stated) is listed with Cycloheximide cs = 1; Pf growth 48h = 3%; LmPK inh = -8%; Shiga inhibitor = -11; TbPYK inhibitor = 1%; Pf growth 96h = /; HCV inhibitor = 9%

Other results
SMILES	Cycloheximide cs	Pf growth 48h	LmPK inh	Shiga inhibitor	TbPYK inhibitor	Pf growth 96h	HCV inhibitor
Cc1[nH]c2ccccc2c1C(=O)CN1CCN(C/C=C/c2ccccc2)CC1	-1	8.3µM*	5%	16	-9%	?	?
CC(=O)Nc1ccc(Oc2ccc3nc(C)[nH]c3c2)cc1	-1	/	2%	-3	-12%	16%	-6%
CC1CCCCC1NC(=O)Cn1nc(-c2ccccc2)ccc1=O (configuration not stated)	1	-5%	-10%	-3	-2%	15%	-6%
Cc1ccc(C)c(S(=O)(=O)N2C(=S)NC(=O)C2C(C)C)c1 (configuration not stated)	-1	1%	-3%	14	-17%	/	21%
CCOC(=O)c1cnc(-n2nc(C)cc2C)nc1Nc1ccc2c(c1)OCO2	2	12%	2%	-25	/	15µM*	/
N#CCC(=O)Nc1ccc(C(=O)OCC(=O)c2ccc3c(c2)OCO3)cc1	/	29%	/	/	-4%	?	-5%
CCOc1ccc(NC(=O)NC2CCCc3ccccc32)cc1 (configuration not stated)	5	5%	-7%	7	2%	16%	-17%
CCCCN(C(=O)c1cc2ccccc2o1)c1c(N)n(CCC)c(=O)[nH]c1=O	-3	15%	-3%	-14	0%	21%	-3%
CC1(C)CC(=O)C(N=Nc2cc3c(cc2[N+](=O)[O-])OCCO3)=C(O)C1	0	41%[activator]	0%	1	-5%	16%	-1%
COc1ccc(S(=O)(=O)N2CCN(C3CC4CCC3C4)CC2)cc1 (configuration not stated)	-5	?	-1%	-4	27%	-1%	7%
Fc1ccc(-c2cc(C(F)(F)F)nc(NCC3CCCO3)n2)cc1 (configuration not stated)	13	?	1%	15	-6%	?	10µM*
Cn1c2ccc(CC(=O)O)cc2c2cc(CC(=O)O)ccc21	-2	/	-10%	-11	-18%	22%	-13%
COc1ccccc1CC(=O)NNC(=O)c1ccco1	-2	-2%	-2%	3	-3%	?	7%
Cc1ccccc1OCCN1C(=O)c2ccccc2C1=O	47*	44%[activator]	-6%	154*	-13%	44%[activator]	17%
COCCNC(=O)CCSc1nc(-c2ccc(OC)cc2)cc(C(F)(F)F)n1	-5	?	-5%	-10	2%&16%	-5%	?
CC(C)CC(=O)N=C1SC2CS(=O)(=O)CC2N1Cc1ccccc1 (configuration not stated)	-5	-5%	4%	-8	1%	23%	11%
N#CCSc1ccccc1NC(=O)COc1ccc(-c2nnco2)cc1	/	?	/	/	-6%	?	2%
O=C1CC(c2ccc(S(=O)(=O)NC3CC3)cc2)CN1 (configuration not stated)	-2	/	7%	-6	-2%	-11%	21%
CC(C)(C)NS(=O)(=O)c1cc(C(=O)O)ccc1Cl	-2	-19%	3%	-7	0%	-4%	18%
O=S(=O)(c1cc(Cl)ccc1Cl)N1CCN(Cc2ccco2)CC1	-3	-17%	-11%	-10	-10%	3%	21%
